Assay outcomes deposited in PubChem BioAssay by several laboratories.
NSD2 inh – blocks human histone methyltransferase NSD2; inhibition, % at 12.5 µM; AID 743445; 0.54% of 310,000 active; O96028; NSD2 peptide methylation, AlphaScreen, 120 min; in the data active means inhibition above about 50%
CAL PDZ FP-1 – human CAL PDZ-peptide interaction inhibition | purified CAL PDZ, TMR-peptide fluorescence polarization, 1 h | inhibition, % at 20 µM | 0.02% of 330,000 active | AID 504414;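 active means highest replicate inhibition of at least 40%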;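 further: plate controls were DMSO neutral control wells for no effect and unlabeled competitor peptide control wells for full effect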
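material = purified tagged CAL PDZ domain construct (CerCALP) | buffer or medium = sodium phosphate/NaCl buffer pH 7.4 with TCEP, IgG, Thesit | reagent = TMR-labelled reporter peptide T*-PRC34 bound in PDZ groove | incubation = 1 h room-temperature incubation prior to read | measured by = fluorescence polarization (mP) | evaluation = percent inhibition from loss of millipolarization | control set = unlabelled peptide and DMSO controls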
Arr AP2 block – blocks beta-arrestin peptide binding to AP2 adaptin; AID 504490; 0.31% of 340,000 active; inhibition, % at 10 µM; FITC-arrestin peptide / GST-AP2 beads, flow cytometry; AP2 beta2 appendage carries R879A mutation;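 active means inhibition above a set limit, near 3 SD of compounds lacking own fluorescence, cut at about 54% in these data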;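 further: plate controls were DMSO wells for no effect and 5 µM unlabelled arrestin peptide for full effect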
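Material – AP2 appendage R879A on GSH beads · Buffer or medium – PBS with 0.05% Tween 20 and 0.1% BSA · Probe or stimulus – fluorescein-tagged arrestin peptide at 50 nM final · Incubation – compound with beads 12 min RT, then probe 1 h RT · Detection – high-throughput flow cytometry of beads, ex 488, em 535 nm · Evaluation – percent response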
CAL PDZ FP-2 – CAL PDZ (human) peptide binding inhibition; inhibition, % at 24.9 µM; AID 602252; purified CAL PDZ, TMR-peptide fluorescence polarization, 1 h; 0.92% of 300,000 active; Q9HD26;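 active means mean inhibition of at least 30% with at least half of replicates also reaching 30%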;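 further: 0% = DMSO neutral control and 100% = excess unlabeled competitor peptide PRC23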
Keap1 Nrf2 FP – inhibitors of human Keap1-Nrf2 protein-protein interaction | 0.15% of 340,000 active | inhibition, % at 9.4 µM | Keap1 Kelch-Nrf2 peptide fluorescence polarization, 1536-well | Q14145 | AID 504523; in the data active means inhibition above about 12%;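 further: human Keap1 Kelch domain with fluorescein labeled Nrf2 9mer peptide probe; 0% = neutral control wells and 100% = peptide positive control; higher means more block of Keap1 binding to Nrf2 peptide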
Target sequence (Q14145 whole entry, looked up, the tested form may be a part): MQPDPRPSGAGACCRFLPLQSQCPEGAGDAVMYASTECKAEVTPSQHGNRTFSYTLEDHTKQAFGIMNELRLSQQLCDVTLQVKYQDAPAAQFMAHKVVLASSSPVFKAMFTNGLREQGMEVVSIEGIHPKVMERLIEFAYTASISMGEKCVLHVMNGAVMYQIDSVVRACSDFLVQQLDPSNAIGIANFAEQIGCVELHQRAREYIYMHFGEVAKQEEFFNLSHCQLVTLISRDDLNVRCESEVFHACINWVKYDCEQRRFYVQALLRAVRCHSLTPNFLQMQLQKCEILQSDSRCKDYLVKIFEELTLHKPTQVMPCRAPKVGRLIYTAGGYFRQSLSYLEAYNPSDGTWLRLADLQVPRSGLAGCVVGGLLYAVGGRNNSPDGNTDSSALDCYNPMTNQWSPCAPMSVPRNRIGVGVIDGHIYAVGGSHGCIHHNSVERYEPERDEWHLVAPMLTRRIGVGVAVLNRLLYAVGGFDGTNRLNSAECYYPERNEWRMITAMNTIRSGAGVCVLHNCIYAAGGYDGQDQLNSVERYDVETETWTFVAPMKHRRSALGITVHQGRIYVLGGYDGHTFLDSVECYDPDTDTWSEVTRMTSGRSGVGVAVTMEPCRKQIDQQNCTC
RTF Ca sens inh – cardiac RTF calcium desensitization; P19429+P45379; IANBD-labeled cardiac RTF, Ca2+ fluorescence; inhibition, % at 7.15 µM; 0.12% of 340,000 active; AID 493244;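 active means inhibition above the mean inhibition of all tested compounds plus 3 SD, cut at about 17% in these data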;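 further: assay run at fixed EC70 calcium of 1.6 mM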
V-ATPase pH – alters yeast V-ATPase proton transport; S. cerevisiae, pHLuorin cytosolic pH fluorescence; response, % at 10 µM; 0.37% of 350,000 active; in the data active means response mostly above about 7.3%, no sharp cut-off; inactive means mostly below about 5.4%; further: actives read high; inactives centre near 0; some compounds called inactive have numbers as strong as hits
DAGLB inh – blocks human DAGLB lipase activity; 0.059% of 340,000 active; HEK293T DAGLB membrane lysate, EnzChek fluorogenic substrate; Q8NCG7; inhibition, % at 5.17 µM; in the data active means inhibition above about 34%;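 further: 0% = enzyme with vehicle and 100% = wells lacking enzyme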
DSG3 Ab inh – human desmoglein-3 autoantibody binding inhibition; AID 588358; DSG3-coupled beads, scFv-anti-DSG3-GFP binding, flow cytometry; stronger effect = lower value; P32926; binding (percent of control), % at 10 µM; 0.48% of 310,000 active;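 active means binding more than 3 SD below its plate's average and above zero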;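 further: hits lower antibody fragment binding to DSG3; some compounds called inactive have numbers as strong as hits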
C-LANA FP – KSHV C-LANA DNA binding inhibition; MBP-C-LANA/FAM-LBS DNA binding, fluorescence polarization; inhibition, % at 9 µM; 0.078% of 340,000 active; AID 504423;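 active means highest replicate inhibition at or above 60% at 9 µM, even if other replicates fall short; inactive means all replicates below 60% inhibition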;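 further: 0% = neutral control wells and 100% = 4 µM acridine orange control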
Numbers without * were called inactive; nt = not tested or not shown. Not all compounds are listed (hit frequency here may not be typical).

SMILES	NSD2 inh	CAL PDZ FP-1	Arr AP2 block	CAL PDZ FP-2	Keap1 Nrf2 FP	RTF Ca sens inh	V-ATPase pH	DAGLB inh	DSG3 Ab inh	C-LANA FP
CCOC(=O)C1=C(COC(=O)CCc2ccccc2)NC(=O)NC1C (configuration not stated)	0	-0.7	3	-6	1	7	1	0	106	-0.8
COc1ccc2nc3cc([N+](=O)[O-])ccc3c(NNc3ccc([N+](=O)[O-])cc3)c2c1	0	-0.4	-21	-1	-2	0	-2	4	81	-1.4
COC(=O)c1cc(NC(=O)C2(S(=O)(=O)c3ccc(C)cc3)CC2)cc(C(=O)OC)c1	0	-0.7	14	-2	2	8	2	-4	96	-1.4
COc1ccc(-n2nnnc2SCC(N)=O)cc1	-2	-0.5	-4	0	3	9	0	-1	105	1.2
O=C1c2ccccc2C(=O)N1CSc1nnnn1-c1ccccc1	0	30	-2	-3	-3	0	0	-1	102	-0.2
Cc1cc(C)nc(NS(=O)(=O)c2ccc(NC(=O)c3cc4c(=O)n5cccc(C)c5nc4n3C)cc2)n1	nt	-0.2	7	nt	-4	2	0	-2	105	0.9
COc1ccc(Sc2ccc(/C=C3\C(=O)NN(c4ccccc4)C3=O)o2)cc1	19	-0.8	-3	-8	6	-5	0	12	99	0.6
COc1ccc(C(=O)NNC(=O)C(=O)NC(C)c2ccccc2)cc1OC (configuration not stated)	-4	-2.3	12	0	-5	-4	1	0	100	0.3
COc1c(C)cc(C(=O)C2CCCN(S(=O)(=O)c3c(C)noc3C)C2)cc1C (configuration not stated)	0	-2.5	-6	-3	-3	2	5	-8	98	-0.8
CCNc1nc(Cl)nc(NC2CCCCC2)n1	-1	-0.7	7	-3	-4	-3	-3	-3	112	-0.4
Fc1nc(F)c(F)c(NCCCNc2c(F)c(F)nc(F)c2F)c1F	-2	-2.8	41	0	10	-5	0	-13	102	-0.2
Cc1nc(CCNC(=O)CC2C(=O)NCCN2Cc2ccccc2)nc2c1CCC2 (configuration not stated)	-1	-1.2	3	0	-2	-12	1	0	107	1.3
CC(C)C(c1nnnn1Cc1ccccc1)N1CCN(Cc2ccc3c(c2)OCO3)CC1 (configuration not stated)	nt	nt	22	-5	0	4	2	-2	nt	-1.8
CN(C(=O)COC(=O)/C=C/c1ccc2ccccc2n1)C1CCS(=O)(=O)C1 (configuration not stated)	-4	-1.6	-4	-2	-2	1	0	-1	102	-0.8
O=c1[nH]c2ccccc2n1CCCSCCCn1c(=O)[nH]c2ccccc21	0	-1.6	3	nt	-8	-2	1	2	108	0.5
CCN=C(NCC)SC1CC(=O)N(CCc2ccccc2)C1=O (configuration not stated)	0	nt	39	nt	nt	nt	-5	nt	105	nt
O=C(C(=O)N1CCCc2ccccc21)c1c[nH]c2ccccc12	-9	-2.6	3	-7	-1	2	0	2	100	-1.4
COc1ccccc1C(CNC(=O)c1cccc(S(=O)(=O)Nc2ccc(C)cc2)c1)N(C)C (configuration not stated)	5	-0.9	5	nt	-3	-3	0	3	111	-1.7
O=C(Nc1cc(-c2nc3ncccc3o2)ccc1Cl)c1cccs1	-2	-6.5	-9	-2	4	0	0	-4	106	-1.2
Cc1cc(NC(=O)CN2CC(C)OC(C)C2)n(-c2nc3ccccc3s2)n1 (configuration not stated)	nt	-0.7	9	nt	2	-9	-1	-6	103	-0.4
CC(=O)c1c(C)[nH]c(C(=O)OCC(=O)NCc2ccc3c(c2)OCO3)c1C	2	-2.8	-3	-4	-4	-6	3	1	96	0.0
O=C(O)c1ccc2c(=O)n3c(nc2c1)/C(=C/c1cccc(Cl)c1Cl)CCCC3	-1	-1.9	1	-8	-1	-5	0	6	94	1.1
COc1ccc(-c2cc(C(=O)N/N=C/c3cccnc3)c3ccccc3n2)cc1	-2	-12	-10	-5	-6	2	4	0	109	-0.9
Cc1cc(C(=O)NCC(c2ccco2)N(C)C)ccc1[N+](=O)[O-] (configuration not stated)	2	-2.0	-4	1	-4	-10	8	1	nt	0.9

Filtered by structure, the entries above containing a Cl atom.
SMILES	NSD2 inh	CAL PDZ FP-1	Arr AP2 block	CAL PDZ FP-2	Keap1 Nrf2 FP	RTF Ca sens inh	V-ATPase pH	DAGLB inh	DSG3 Ab inh	C-LANA FP
CCNc1nc(Cl)nc(NC2CCCCC2)n1	-1	-0.7	7	-3	-4	-3	-3	-3	112	-0.4
O=C(Nc1cc(-c2nc3ncccc3o2)ccc1Cl)c1cccs1	-2	-6.5	-9	-2	4	0	0	-4	106	-1.2
O=C(O)c1ccc2c(=O)n3c(nc2c1)/C(=C/c1cccc(Cl)c1Cl)CCCC3	-1	-1.9	1	-8	-1	-5	0	6	94	1.1

Looked up above:
In DSG3 Ab inh, `COc1ccc(-c2cc(C(=O)N/N=C/c3cccnc3)c3ccccc3n2)cc1` shows 109
In V-ATPase pH, `O=C(O)c1ccc2c(=O)n3c(nc2c1)/C(=C/c1cccc(Cl)c1Cl)CCCC3` shows 0

Other entries
SMILES	NSD2 inh	CAL PDZ FP-1	Arr AP2 block	CAL PDZ FP-2	Keap1 Nrf2 FP	RTF Ca sens inh	V-ATPase pH	DAGLB inh	DSG3 Ab inh	C-LANA FP
O=c1cc(-c2ccccc2[N+](=O)[O-])oc2ccccc12	-1	-1.6	16	-3	0	2	-1	0	nt	-2.0
COc1cccc(-n2c(Cc3cc(=O)[nH]c(=O)[nH]3)nnc2SCC(=O)N2CCCCC2)c1	nt	-0.9	-5	nt	-3	-10	0	-3	109	5.4
Cc1ccc(-c2nnc(N3CCOCC3)c3ccccc23)cc1S(=O)(=O)N(C)C	nt	-0.7	-4	-8	-5	-10	-1	1	104	-0.9
Cc1cc(=O)oc2c(C)c(OCC(=O)N3CCN(c4ccccc4)CC3)ccc12	8	-0.2	-6	-1	-2	-2	-1	3	98	1.9
O=C1CC(SCc2nc3ccccc3[nH]2)C(=O)N1c1cccc(F)c1 (configuration not stated)	nt	-3.2	-4	-3	-4	-10	-3	1	117	2.1
O=[N+]([O-])c1cccc(-n2cc3ccc([N+](=O)[O-])cc3n2)c1	-2	0.1	-14	-3	-7	12	0	3	99	0.4
CCn1c(SCC(=O)Nc2ccc3c(c2)OCO3)nc2ccccc21	nt	-1.2	7	-1	-4	3	7	-7	nt	-2.7
CC(C)N1C(=O)CCC1C(=O)N1CCCc2ccccc21 (configuration not stated)	7	0.1	27	-2	-1	-1	1	1	100	-1.5
C/C(=N/NC(=O)CNC(=O)c1ccco1)c1ccc(Cl)cc1	-4	-0.5	-4	2	-3	3	3	1	102	-0.2
CN(CCO)c1ncnc2nc[nH]c12	nt	0.7	2	-1	-4	-7	-2	1	97	0.5
Cc1nc(CC(=O)NNS(=O)(=O)c2ccc3ccccc3c2)cs1	6	-0.4	-4	0	-4	-11	0	0	105	-1.8
Cc1ccc(NS(=O)(=O)c2ccc3c(c2)n(C)c(=O)c(=O)n3C)c(C)c1	-1	-0.2	1	-1	0	-1	0	2	103	-2.3
COc1ccc2c(c1)CCc1c(C(=O)NCCCn3ccnc3)noc1-2	nt	-1.4	-2	0	-4	-9	-1	0	103	3.8
Cc1cccc(N2CC(C(=O)Nc3ccc4c(c3)OCO4)CC2=O)c1C (configuration not stated)	0	-0.4	-8	-7	-1	3	0	0	nt	3.3
CC(=O)Nc1ccc(S(=O)(=O)N(C)CC(=O)OCC(=O)c2cc(C)n(-c3ccc4c(c3)OCO4)c2C)cc1	-2	-0.6	2	-3	-2	-11	3	-3	110	-1.5
CC(C)c1ccccc1NC(=O)COC(=O)c1cc(=O)[nH]c(=O)[nH]1	-1	-2.3	-6	-2	-5	-14	-3	2	85	-0.3
CCOc1ccc(N=Nc2cc(C(C)C)ccc2O)cc1	5	0.4	3	-2	-5	12	0	2	96	1.4
CC1CCCC(NC(=S)NC(=O)c2ccco2)C1C (configuration not stated)	3	-0.5	-13	6	-6	10	-1	-6	nt	0.9
O=C(CSc1nccn(-c2ccc(Br)cc2)c1=O)Nc1ccccc1F	0	-2.5	-1	-3	-9	-7	-1	-1	91	-0.7
CC(=O)N1CCc2c(sc(NC(=O)CS(=O)(=O)c3ccc(F)cc3)c2C(N)=O)C1	3	-2.5	-16	-3	-4	-5	-2	1	103	1.5
CCCc1cc(=O)[nH]c(SCC(=O)Nc2cccc(S(=O)(=O)N3CCCCC3)c2)n1	0	-0.7	-23	nt	-2	-12	-1	3	106	0.9
CCN(CC)CCCN(C(=O)c1ccco1)c1nc(-c2ccc(Cl)cc2)cs1	24	nt	-5	-5	-4	-6	1	-5	110	-1.3
O=C(CCc1ccccc1)N1CCN(c2ccc(F)cc2)CC1	2	-2.2	-9	-4	-5	3	-2	-9	102	-0.5
O=C(CNC(=O)c1cccs1)NCC(=O)OCc1ccccc1Br	-3	-0.5	-7	-5	3	-11	-1	2	108	1.5
Cc1ccc(NC(=O)CN2C(=O)NC3(CCCCCCC3)C2=O)cc1C	0	-0.1	-9	19	-7	-7	3	-2	101	0.5
O=C(O)c1ccccc1N1C(=O)c2cccc3cccc(c23)C1=O	-1	0.1	-9	-5	4	-5	5	1	98	0.4
Cc1ccc(S(=O)(=O)N2CCN(C(=O)COC(=O)Cc3ccc(Cl)cc3)CC2)c(C)c1	1	-0.6	-7	nt	-2	0	-7	-3	103	-0.7
O=C(Cc1ccccc1)NCC(=O)Nc1cccc(Cl)c1	0	-2.3	29	-2	2	-14	-3	0	111	1.1
Cc1ccc(NC(=O)CCl)c(C)c1	-4	0.2	16	3	-1	0	-3	-1	103	0.2
COc1ccc(NC(=O)NCCc2cccc(Cl)c2)cc1OC	0	-2.8	-5	0	4	6	-2	2	82	2.2
O=C(Nc1ccc(F)cc1)C1CCN(S(=O)(=O)c2ccc3[nH]c(=O)oc3c2)CC1	-5	-1.2	-4	2	-8	-4	3	0	101	-0.3

Given as a markdown table: 4 of the compounds above.
| Molecule | NSD2 inh | CAL PDZ FP-1 | Arr AP2 block | CAL PDZ FP-2 | Keap1 Nrf2 FP | RTF Ca sens inh | V-ATPase pH | DAGLB inh | DSG3 Ab inh | C-LANA FP |
| --- | --- | --- | --- | --- | --- | --- | --- | --- | --- | --- |
| CCOC(=O)C1=C(COC(=O)CCc2ccccc2)NC(=O)NC1C (configuration not stated) | 0 | -0.7 | 3 | -6 | 1 | 7 | 1 | 0 | 106 | -0.8 |
| COc1ccc2nc3cc([N+](=O)[O-])ccc3c(NNc3ccc([N+](=O)[O-])cc3)c2c1 | 0 | -0.4 | -21 | -1 | -2 | 0 | -2 | 4 | 81 | -1.4 |
| COC(=O)c1cc(NC(=O)C2(S(=O)(=O)c3ccc(C)cc3)CC2)cc(C(=O)OC)c1 | 0 | -0.7 | 14 | -2 | 2 | 8 | 2 | -4 | 96 | -1.4 |
| COc1ccc(-n2nnnc2SCC(N)=O)cc1 | -2 | -0.5 | -4 | 0 | 3 | 9 | 0 | -1 | 105 | 1.2 |
